RGS4 pot – RGS4 potentiators or activators, primary screen, cell-based, HEK293 M3R inducible RGS4, calcium flux | carbachol calcium flux Fluo4; hits give low values | 310,000 compounds, 0.92% hits | B-score at 10 µM | AID 463111, 2010;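 active means B-score of the integrated calcium signal more than 4 SD below the library mean, with starting fluorescence not abnormally high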;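 further: negative B-score means reduced calcium response which marks RGS4 activation or potentiation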
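Reagent: ECmax carbachol challenge; Test system: M3R-expressing HEK293 line, RGS4 induced by doxycycline; Schedule: overnight RGS4 induction, 30 min dye load 37 °C, 20 min compound RT; Detection: calcium dye Fluo4 fluorescence; Read-out: Agonist-evoked peak-minus-minimum fluorescence over baseline, integrated ratio, B score.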
KCNQ1 block – inhibitors of human KCNQ1 channel, primary screen, cell-based, thallium flux, high-throughput. 310,000 compounds, 1.3% hits. Potassium voltage-gated channel subfamily KQT member 1 (Homo sapiens), P51787. CHO-K1 KCNQ1, FluxOR thallium flux fluorescence; hits give high values. B-score at 10 µM;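 active means compounds whose thallium flux B-score, printed positive for inhibition, exceeds three library SD while starting fluorescence stays within three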;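 further: channel opened by potassium depolarization with thallium stimulus after 20 min compound exposure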
Target sequence (P51787 whole entry, looked up): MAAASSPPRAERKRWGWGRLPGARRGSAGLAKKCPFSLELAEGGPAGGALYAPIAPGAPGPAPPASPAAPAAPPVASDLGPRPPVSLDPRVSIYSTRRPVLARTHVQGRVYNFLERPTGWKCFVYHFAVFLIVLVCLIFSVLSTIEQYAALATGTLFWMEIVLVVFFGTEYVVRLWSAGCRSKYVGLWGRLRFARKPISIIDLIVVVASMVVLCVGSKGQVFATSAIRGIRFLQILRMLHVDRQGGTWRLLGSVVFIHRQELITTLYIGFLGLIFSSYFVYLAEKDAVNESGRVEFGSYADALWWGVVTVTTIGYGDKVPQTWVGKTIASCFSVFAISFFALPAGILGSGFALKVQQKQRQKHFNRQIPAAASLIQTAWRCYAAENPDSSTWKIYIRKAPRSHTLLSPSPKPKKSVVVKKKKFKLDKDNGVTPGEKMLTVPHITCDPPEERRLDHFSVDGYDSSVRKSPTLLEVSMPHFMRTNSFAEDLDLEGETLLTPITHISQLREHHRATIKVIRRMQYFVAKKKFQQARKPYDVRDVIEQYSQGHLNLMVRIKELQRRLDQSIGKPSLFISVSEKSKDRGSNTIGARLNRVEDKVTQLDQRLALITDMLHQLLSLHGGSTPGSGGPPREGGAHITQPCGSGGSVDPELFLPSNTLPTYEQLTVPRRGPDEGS
hERG protect – hERG rescue from dofetilide block, primary screen, cell-based, CHO-hERG, FluxOR thallium flux, dofetilide IC70; Voltage-gated inwardly rectifying potassium channel KCNH2 (Homo sapiens), Q12809; dofetilide IC70 present; activation (rescue from dofetilide block), less the hit threshold, % at 10 µM; 310,000 compounds, 0.51% hits;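 active means activation above the mean of controls blocked by dofetilide plus 5 SD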;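 further: thallium influx through hERG after potassium depolarization seen as dye fluorescence rise; in these data hits start at about 4.7%; inactives centre near -7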
KCNK3 inh – human KCNK3 channel inhibitors, primary screen, CHO cells, FluxOR thallium flux, B-score | FluxOR fluorescence; hits give low values | 340,000 compounds, 0.84% hits | B-score at 10 µM | Potassium channel subfamily K member 3 (Homo sapiens), O14649 | AID 602410, 2012;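 active means B-score under library mean minus 4 SD, starting fluorescence ratio at most library mean plus 5 SD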;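 further: more negative B-score means stronger inhibition of thallium flux through KCNK3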
Target sequence (O14649 whole entry, looked up): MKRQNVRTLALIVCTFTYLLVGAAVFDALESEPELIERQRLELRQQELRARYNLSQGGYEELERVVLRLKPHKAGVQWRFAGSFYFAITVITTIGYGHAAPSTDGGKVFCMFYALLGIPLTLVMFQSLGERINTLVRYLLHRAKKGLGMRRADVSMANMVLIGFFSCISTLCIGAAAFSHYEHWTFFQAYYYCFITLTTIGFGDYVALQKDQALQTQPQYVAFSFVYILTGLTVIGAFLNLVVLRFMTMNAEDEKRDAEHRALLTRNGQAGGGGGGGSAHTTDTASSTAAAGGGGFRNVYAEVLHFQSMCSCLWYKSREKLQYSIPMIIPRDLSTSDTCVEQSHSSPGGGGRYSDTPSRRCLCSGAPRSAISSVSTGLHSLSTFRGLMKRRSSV
KCNK9 inh – KCNK9 potassium channel inhibitors, primary screen, HEK293 cells, thallium flux | AID 488922, 2010 | B-score at 10 µM | 310,000 compounds, 1.2% hits | FluxOR thallium flux fluorescence; hits give low values;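 active means ratio B-score over 3 SD below the library mean, with starting fluorescence within 5 SD of its mean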;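 further: negative B-score means less thallium flux so channel inhibition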
RGS4 inh – RGS4 inhibitors, primary screen, cell-based, HEK293 M3R inducible RGS4, calcium flux; AID 463165, 2010; Fluo-4 calcium flux; hits give high values; triggered by carbachol at its EC20; B-score at 10 µM; Regulator of G-protein signaling 4 (Homo sapiens), P49798; 310,000 compounds, 0.45% hits;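 active means B-score, a plate-corrected calcium signal, over three deviations above library mean, with baseline fluorescence within five deviations of library mean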;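 further: RGS4 expression induced by doxycycline in cells with stable M3 receptor; B-score is computed from the integrated fluorescence ratio over baseline after carbachol; higher B-score means a larger calcium signal and so more RGS4 inhibition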
TMEM16A act – TMEM16A chloride channel activators or potentiators, primary screen, cell-based, HTS; Anoctamin-1 (Mus musculus), Q8BHY3; HEK293 TMEM16A/YFP-H148Q/I152L, iodide quench fluorescence; hits give low values; B-score at 10 µM; 340,000 compounds, 0.3% hits; AID 623877, 2012;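 active means fluorescence-ratio B-score plate-corrected deviation score at least 3 library SD below zero, with starting fluorescence score within 5 deviations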;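 further: channel opened by trigger with iodide after compound preincubation; score built on the fluorescence ratio of max minus min over baseline; more negative score means more quench and so TMEM16A activation or potentiation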
KCNQ1 act – potentiators or activators of KCNQ1 channel, primary screen, cell-based, thallium flux, high-throughput; 310,000 compounds, 0.35% hits; B-score at 10 µM; Potassium voltage-gated channel subfamily KQT member 1 (Homo sapiens), P51787; CHO-K1 KCNQ1, thallium flux FluxOR fluorescence; hits give high values;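 active means fluorescence ratio B-score, a plate-corrected score, at least three library SD, with initial intensity B-score within 5 SD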
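Test system: CHO-K1 cells stably expressing KCNQ1 / Medium: assay buffer / Also added: depolarizing K+/Tl+ stimulus, K2SO4 and Tl2SO4 each 12.5 mM in 5x stock / Incubation: 90 min dye loading and 20 min compound exposure, both at room temperature / Signal: thallium influx via FluxOR fluorescence, kinetic imaging / Evaluation: B score of baseline-normalized fluorescence ratio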
MrgX1 PAM – positive allosteric modulators of MrgX1, primary screen, HEK293 cells, Fluo-4 calcium flux; FDSS; hits give high values; B-score at 10 µM; 310,000 compounds, 0.63% hits; AID 588675, 2011;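 active means plate-corrected calcium response at least 3 library SD above typical, normal starting fluorescence, not activating the receptor alone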;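 further: compound read alongside a low EC10 to EC30 dose of BAM8-22 agonist; peak minus trough fluorescence over baseline measured at the second addition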
ANO1 block – TMEM16A chloride channel inhibitors, primary screen, cell-based, HTS; HEK293 TMEM16A/YFP iodide influx fluorescence, ionomycin; Anoctamin-1 (Mus musculus), Q8BHY3; normalized B-score (activity score, 25-100; higher = stronger inhibition) at 10 µM; AID 588511, 2011; 310,000 compounds, 1.2% hits;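 active means ratio plate-corrected score three or more library SD toward inhibition, starting fluorescence score within five deviations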;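 further: score derived from kinetic fluorescence span divided by baseline fluorescence per well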
MrgX1 agonist – agonists of human MrgX1 receptor, primary screen, HEK293 cells, Fluo-4 calcium flux. B-score at 10 µM. 310,000 compounds, 0.44% hits. Mas-related G-protein coupled receptor member X1 (Homo sapiens), Q96LB2. Fluo-4 calcium fluorescence, agonist mode; hits give high values;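 active means calcium response B-score plate-corrected fluorescence ratio at least 3 library SD, with starting fluorescence B-score inside 5 SD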
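System: HEK293 cells stably expressing human MrgX1 receptor; Dosing: test compound in the initial addition of three; Schedule: overnight plating, then 30 min 37 °C plus 30 min room-temperature dye loading; Detection: kinetic calcium dye fluorescence, Fluo-4 NW; Controls: per-plate positive and negative controls for Z′ factor.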
An asterisk follows results filed as active; i = inactive; x = not tested or not shown.

SMILES | RGS4 pot | KCNQ1 block | hERG protect | KCNK3 inh | KCNK9 inh | RGS4 inh | TMEM16A act | KCNQ1 act | MrgX1 PAM | ANO1 block | MrgX1 agonist
C=CCn1cc(C(=O)OC)c(=O)c2cc(S(=O)(=O)N(CC)CC)ccc21 | i | i | -4 | i | i | i | i | i | i | i | i
Cc1noc(C)c1CN1C(=O)NC2(CCc3ccccc3C2)C1=O (centres undefined) | i | i | -3 | i | i | i | i | i | i | i | i
CCC(C)[C@H]1CNCCN1CCc1cccc(F)c1 (some centres undefined) | i | i | -2 | i | i | i | i | i | i | i | i
CCOC(=O)c1[nH]c(COC(=O)c2ccccc2NC(=O)c2ccco2)c(C(=O)OCC)c1C | i | i | -12 | i | i | i | i | i | i | i | i
Cc1nn(C(C)C(=O)Nc2ccccc2Cl)c(=O)c2nn(-c3ccccc3)c(C)c12 (centres undefined) | i | i | -7 | i | i | i | i | i | i | i | i
Cc1ccc(C)c(OCc2cc(C(=O)NC3CCOC(C)(C)C3)no2)c1 (centres undefined) | i | i | -9 | i | i | i | i | i | i | i | i
O=C(Nc1nnc(SCc2cccnc2)s1)C1CC(=O)N(c2ccccc2)C1 (centres undefined) | i | i | -8 | i | i | i | i | i | i | i | i
CCCCCC(=O)Nc1ccc(N2CCN(C(=O)CCC)CC2)cc1 | i | i | -10 | i | i | i | i | i | i | 100* | i
Cc1nc(-c2ccccn2)sc1C(=O)Nc1ccc(F)cc1F | i | i | -8 | i | i | i | i | i | i | i | i
O=C(COC(=O)CCC(=O)c1ccc(F)cc1)Nc1ccc2[nH]c(=O)[nH]c2c1 | i | i | -7 | i | i | i | i | i | i | i | i
Oc1oc(-c2ccccc2)nc1C=NCc1ccncc1 | i | i | -8 | i | i | i | i | i | i | i | i
O=C(C1CCCN(S(=O)(=O)c2cccc3nonc23)C1)N1CCN(c2ccccc2)CC1 (centres undefined) | i | i | -1 | i | i | i | i | i | i | i | i
COc1ccc2c(c1)CCc1cn3nc(C)cc3nc1-2 | i | i | -15 | i | i | i | i | i | i | i | i
O=C(NCc1ccc(N2CCCC2=O)cc1)Nc1ccccc1 | i | i | -5 | i | i | i | i | i | i | i | i
COC(=O)C1=C(C(=O)OC)[C@@H]2N(C)c3ccccc3[C@@]23C[C@@H](CO)N(C(=O)NCCBr)C3=N1 | i | i | -8 | i | i | i | i | i | i | i | i
Cc1noc(NS(=O)(=O)c2ccc(NC(=O)CCCOc3ccc(Cl)cc3Cl)cc2)c1C | i | i | -15 | i | i | i | i | i | i | i | i
O=c1[nH][nH]c2cc(=O)n(-c3ccc(Cl)cc3)nc12 | i | i | -9 | i | i | i | i | i | i | i | i
Cc1ccccc1C(=O)Nc1ccccc1NC(=O)c1ccccc1C | i | i | -9 | i | i | i | x | i | i | i | i
Cc1ccc(N2CCN(CCCCN3C(=O)C4CCCN4C3=O)CC2)cc1 (centres undefined) | i | i | -7 | i | i | i | i | i | i | i | i
COCc1cc(=O)[nH]c(=S)[nH]1 | i | i | -4 | i | i | i | i | i | i | i | i
COc1ccccc1-c1nnc(SC2CCc3ccccc3NC2=O)s1 (centres undefined) | i | i | -4 | i | i | i | i | i | i | i | i
CCCCN1C(=O)C(=O)N(CC(=O)Nc2sc(CC)cc2C(=O)OCC)C1=O | i | i | -11 | i | i | i | i | i | i | i | i
CCOC(=O)c1cccc(NC(=O)Nc2ccc(OCC)cc2)c1 | i | i | -9 | i | i | i | i | i | i | i | i
Cc1cccnc1NC(=O)c1c(O)c2ccccc2n(C)c1=O | i | i | -3 | i | i | i | i | i | i | i | i
Cc1cccc(N(C)c2ccc3cc(S(=O)(=O)N4CCCC4)ccc3n2)c1 | i | i | -10 | i | i | i | i | i | i | i | i
COc1cc(OC)c(C2CC(=O)N3CN(c4ccc(C)cc4)CSC3=C2C#N)cc1OC (centres undefined) | i | i | -9 | i | i | i | i | i | i | i | i
Cc1ccc2c(=O)c(C(=O)NCc3cccs3)c[nH]c2c1 | i | i | 4.8* | i | i | i | i | i | i | i | i
c1ccc(-n2ncc3c2ncn2nc(CSc4nc5ccccc5s4)nc32)cc1 | x | x | x | i | x | x | i | x | i | i | i
CCc1ccc(NC(=O)CN(c2cc(C)cc(C)c2)S(=O)(=O)c2c(C)[nH]c(=O)[nH]c2=O)cc1 | i | i | -5 | i | i | i | i | i | i | i | i
CC(C)C(=O)NNC(=O)CSc1nnnn1C(C)C | i | i | -25 | i | i | i | i | i | i | i | i

Brought forward from above: two entries, then new ones.
SMILES | RGS4 pot | KCNQ1 block | hERG protect | KCNK3 inh | KCNK9 inh | RGS4 inh | TMEM16A act | KCNQ1 act | MrgX1 PAM | ANO1 block | MrgX1 agonist
CCc1ccc(NC(=O)CN(c2cc(C)cc(C)c2)S(=O)(=O)c2c(C)[nH]c(=O)[nH]c2=O)cc1 | i | i | -5 | i | i | i | i | i | i | i | i
CC(C)C(=O)NNC(=O)CSc1nnnn1C(C)C | i | i | -25 | i | i | i | i | i | i | i | i
CNC(=O)c1ccc(C)c(NC(=O)C2=C(C)OCCS2)c1 | i | i | -6 | i | i | i | i | i | i | i | i
COC(CNC(=O)c1cn(C)c2ccc(S(=O)(=O)N(C)C3CCCCC3)cc2c1=O)OC | i | i | -9 | i | i | i | i | i | i | i | i
C/C(=N\Nc1cccc([N+](=O)[O-])c1)c1cc2ccccc2o1 | i | i | 3 | i | i | i | i | i | i | i | i
Cc1ccc(Cc2nnc3n(-c4cccc(C)c4)nc(C(=O)c4ccccc4)n3c2=O)cc1 | i | i | -10 | i | i | i | i | i | i | i | i
CC(C)[C@H](NC(=O)OCc1ccccc1)C(=O)OCC(=O)Nc1ccc(N2CCOCC2)cc1 | i | i | -18 | i | i | i | i | i | i | i | i
COc1ccc(CCNC(=O)C(=O)c2c[nH]c3ccccc23)cc1OC | i | i | -8 | i | i | i | i | i | i | i | i
CCC(CC)C(=O)NN(C(=O)c1ccncc1)C1CC(=O)N(c2ccccc2)C1=O (centres undefined) | i | i | -2 | i | i | i | i | i | i | i | i
CN(C)S(=O)(=O)c1cccc(NC(=O)c2cc3c(=O)n4ccccc4nc3s2)c1 | i | i | -7 | i | i | i | i | i | i | i | i
CCC(=O)Nc1nonc1-c1nc2ccccc2n1CCC(C)C | i | i | -8 | i | i | i | i | i | i | i | i
C=CCNc1ncnc2c1ncn2C1OC(CO)C(O)C1O (centres undefined) | i | i | -3 | i | i | 4.8* | i | i | i | i | i
Nc1ccc(C(=O)Nc2cccc(NC(=O)c3ccc(N)cc3)c2)cc1 | i | i | -8 | i | i | i | i | i | i | i | i
COc1ccc(-c2onc3ccc(Br)cc23)cc1 | i | i | -7 | i | i | i | i | i | i | i | i
COC(=O)c1nc(-c2ccccc2)oc1N(C)C | i | i | -1 | i | i | i | i | i | i | i | i
CCOC(=O)c1cnc2c(ccc3ccccc32)c1Cl | i | i | -6 | i | i | i | i | i | i | i | i
CS(=O)(=O)c1cccc(C(=O)Nc2ccccc2Cc2ccccc2)c1 | i | i | -7 | i | i | i | i | i | i | i | i
CCOC(=O)Cc1csc(NC(=S)NC(=O)c2ccc(Cl)cc2)n1 | i | i | 7.3* | i | i | i | i | 17* | 7* | i | i
CCN(c1ccccc1)S(=O)(=O)c1ccc(F)cc1 | i | i | -6 | i | i | i | i | i | i | i | i
O=C(CCn1cnc2ccccc2c1=O)Nc1cccc(Cl)c1Cl | i | i | -8 | i | i | i | i | i | i | i | i
CCC(=O)N1CCc2cc(S(=O)(=O)NCCC(=O)NCc3ccc(F)cc3)ccc21 | i | i | -6 | i | i | i | i | i | i | i | i
COc1cccc(C(=O)NCC(=O)N/N=C/c2cccc(OC(=O)c3ccc([N+](=O)[O-])cc3)c2)c1 | i | i | -9 | i | i | i | i | i | i | i | i
Cc1ccc(OCC(=O)Nc2ccccc2Sc2ccc(Cl)cc2)c([N+](=O)[O-])n1 | i | i | -8 | i | i | i | i | i | i | i | i
O=C1CC(C(=O)Nc2ccc(O)c(C(=O)O)c2)C(c2ccccc2)O1 (centres undefined) | i | i | -8 | i | i | i | i | i | i | i | i
C=CCOC(=O)Cn1cnc2c(sc3nc(C)cc(C)c32)c1=O | i | i | -10 | i | i | i | i | i | i | i | i
CN1CCN(NS(=O)(=O)c2ccc(Cl)s2)CC1 | i | i | -4 | i | i | i | i | i | i | i | i
O=C(NCc1cccnc1)c1ccc(COc2ccccc2Br)cc1 | i | i | -8 | i | i | i | i | i | i | i | i
CCCC(=O)Nc1ccc(C(=O)NCc2ccccc2Cl)cc1 | i | i | -8 | i | i | i | i | i | i | i | i
O=C(Nn1c(O)c(C=C2N=c3ccccc3=N2)sc1=S)c1cccc(Cl)c1 | i | i | 12* | i | i | i | i | i | i | 25* | i
CC(C)(C)SCCNS(=O)(=O)c1ccc(F)cc1 | i | i | 2 | i | i | i | i | i | i | i | i
Cc1c(CN2CCCC(C)C2)c(O)n(CCO)c(=O)c1C#N (centres undefined) | i | i | -11 | i | i | i | i | i | i | i | i
Cn1c(=O)c2sccc2n2c(CCCC(=O)NCc3ccc(F)cc3)nnc12 | i | i | -7 | i | i | i | i | i | i | i | i

Screens from PubChem BioAssay.
